# Screening data: PubChem, National Center for Advancing Translational Sciences (NCATS)
# B2AR arrestin: agonists driving beta-arrestin recruitment to human beta2-adrenergic receptor | beta-arrestin recruitment to beta2AR, cell-based reporter | AID 492947 | P07550 | Potency, µM (series often up to 46.1 µM), inactives show top-dose activation, actives largely listed as activators | hit rate 0.02% among 330,000;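 note: potency is the fitted concentration of half-maximal effect; 0% = DMSO controls and full agonism = EC100 isoproterenol or metaproterenol; nearly all actives have a fitted effect of over 65% in size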
# uPA surface inh: cell surface uPA generation inhibition; cell surface uPA generation assay, qHTS; hit rate 0.31% among 330,000; AID 540303; Potency, µM (top dose mostly 38.3 µM), without a hit: at the highest dose activity change, negative = inhibition, most hits filed as inhibitors; active = well fitted inhibition curve with a large enough effect; inconclusive = small, poorly fitted or top-dose-only effect; inactive = no such curve, though single readings can be large or run the other way; tested in mouse RAW 264.7 cells; note: potency is the fitted concentration of half-maximal effect; % is set by controls: 0 for no effect and ±100 for the full control effect; nearly all actives have a fitted effect of over 55% in size
# ELG1 genotox: inducers of genotoxicity in HEK293T ELG1-luciferase cells | HEK293T ELG1-luciferase reporter, luminescence, 16 h | hit rate 1.3% among 330,000 | Potency, µM (highest dose often 46 µM), without a hit: at the highest dose activity change, positive = activation, actives largely listed as activators; note: potency is the fitted concentration of half-maximal effect; % of control where 0% means no effect; nearly all actives have a fitted effect of over 60% in size
#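 16 hr compound incubation (37 °C, 5% CO2) of HEK293T cells carrying luciferase-tagged ELG1; luciferase then measured by ONE-Glo luminescence after 30 min at RT.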
# TSG101-PTAP inh: blocks PTAP/TSG101 interaction to inhibit HIV-1 budding; Q99816; AID 493005; Fluorescence polarization, FITC-PTAP peptide / Tsg101 binding; Potency, µM (series often up to 115 µM), without a hit: at the highest dose activity change, negative = inhibition, most hits filed as inhibitors; 340,000 tested, under 10 active; active = well fitted inhibition curve with a large enough effect in the main read-out, with a control signal flat, not every such curve was filed as active; inconclusive = small, poorly fitted or top-dose-only effect, or effect the other way, or a change in a side signal; inactive = no such curve, though single readings can be large or run the other way; note: potency is the fitted concentration of half-maximal effect; % of control where 0% means no effect
#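 Compounds were pin-transferred onto Tsg101 binding domain (10 uM final) in HEPES pH 7.5 buffer, then FITC-PTAP peptide was added at 50 nM final. After 20 min at RT, polarization reported peptide displacement across a qHTS concentration series.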
# ASM inhibitor: blocks human secretory acid sphingomyelinase; P17405; placental ASM, HMU-PC fluorogenic substrate, 60 min; Potency, µM (doses to about 57.5 µM), for inactives: at the highest dose activity change, negative = inhibition, most hits filed as inhibitors; hit rate 0.006% among 340,000; note: potency is the fitted concentration of half-maximal effect
#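 Fluorescence read-out (Ex 386 nm, Em 447 nm) after stopping the reaction at pH 10. Enzyme: ASM from human placenta; substrate HMU-PC0, 9 uM final; 60 min, 37 °C. Compound preincubation 10 min, ambient temperature.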
# BRCA1 expr up: increases BRCA1 expression | MCF7-BRCA1-FFLuc reporter, luminescence, 48 h; response scale: scaled: vehicle 0%, 10 µM genistein 100% | Potency, µM (top dose mostly 46.1 µM), for inactives: at the top dose activation, most hits filed as activators | hit rate 1.1% among 380,000 | AID 624202; note: potency is the fitted concentration of half-maximal effect; nearly all actives have a fitted effect of over 80% in size; some results filed as inactive show a strong effect at the top dose
#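 48 h compound treatment of MCF7-BRCA1-FFLuc cells (phenol-red free MEM, 37 °C), then 15 min with luciferase substrate and luminescence imaging.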
# TRPV1 ag: activates the human vanilloid receptor TRPV1; hit rate 0.19% among 320,000; activation, % at 8.33 µM; TRPV1-expressing cells, Fluo-8 calcium influx, agonist mode; in the data active = activation above about 80%; inconclusive = between about 30% and that limit; note: 0% is about no effect
# Target sequence (Q8NER1 whole entry, looked up): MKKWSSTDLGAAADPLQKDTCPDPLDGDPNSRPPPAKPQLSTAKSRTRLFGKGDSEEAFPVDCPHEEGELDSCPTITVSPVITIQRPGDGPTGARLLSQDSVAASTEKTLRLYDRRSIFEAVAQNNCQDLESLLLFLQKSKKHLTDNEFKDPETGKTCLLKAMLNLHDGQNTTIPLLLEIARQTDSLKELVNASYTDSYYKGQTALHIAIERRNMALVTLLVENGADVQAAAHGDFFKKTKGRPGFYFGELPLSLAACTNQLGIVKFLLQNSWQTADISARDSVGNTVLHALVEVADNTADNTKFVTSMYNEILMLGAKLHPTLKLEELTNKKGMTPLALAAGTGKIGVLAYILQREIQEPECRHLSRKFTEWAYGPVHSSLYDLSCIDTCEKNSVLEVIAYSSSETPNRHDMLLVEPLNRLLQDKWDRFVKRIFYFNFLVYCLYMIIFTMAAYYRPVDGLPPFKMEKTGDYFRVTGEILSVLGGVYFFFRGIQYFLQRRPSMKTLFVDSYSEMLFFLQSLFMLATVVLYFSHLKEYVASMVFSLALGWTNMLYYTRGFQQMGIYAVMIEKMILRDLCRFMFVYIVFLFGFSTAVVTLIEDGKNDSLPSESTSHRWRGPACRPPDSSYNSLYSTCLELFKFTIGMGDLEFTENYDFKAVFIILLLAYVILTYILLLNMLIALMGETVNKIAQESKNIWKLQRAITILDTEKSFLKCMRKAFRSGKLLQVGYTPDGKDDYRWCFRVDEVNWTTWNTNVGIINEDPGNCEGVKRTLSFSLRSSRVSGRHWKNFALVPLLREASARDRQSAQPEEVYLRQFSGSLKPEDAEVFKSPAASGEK
#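 TRPV1-expressing cells were cultured overnight at 35.5C and loaded with Fluo-8 calcium dye for 40 to 90 min at room temperature. After a 10 s baseline, compound was added and calcium influx was read kinetically for 3 min (ex 480/em 520 nm).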
# USP2a inh: inhibitors of human ubiquitin-specific protease USP2a; USP2 core, Ub-CHOP2 coupled fluorogenic reporter, 485/531; Potency, µM (highest dose often 38.3 µM), for inactives: at the top dose activity change, negative = inhibition, usual class: inhibitors; AID 463254; O75604; hit rate 0.01% among 330,000;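 note: potency is the fitted concentration of half-maximal effect; plate controls were DMSO wells for no effect and full inhibition by NEM control for full effect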
#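 Cell-free coupled assay: 10nM USP2 core preincubated 30min RT with compound in Tris-HCl pH 8.0/CaCl2/CHAPS buffer, then 25nM Ub-CHOP2 and 25nM reporter substrate; fluorescence (Ex 485/Em 531) read after 60min RT, normalized to NEM inhibition, concentration-response curves fitted.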
# Eya2 inh: blocks the phosphatase activity of human Eya2; AID 488837; recombinant Eya2, OMFP fluorescence dephosphorylation (OMFP is methylfluorescein phosphate); O00167; Potency, µM (top dose mostly 76.9 µM), for the others: top-dose activity, negative = inhibition, usual class: inhibitors; hit rate 0.006% among 330,000; note: potency is the fitted concentration of half-maximal effect; % is set by controls: 0 for no effect and ±100 for the full control effect
#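 Eya2 (0.2 uM) preincubated 10 min at ambient with compound, then OMFP substrate added at 50 uM; 10 min reaction in 50 mM HEPES pH 7.5, 50 mM NaCl, 5 uM MgCl2, 0.05% BSA, 1 mM DTT. Fluorescence read at Ex 485/Em 525 nm.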
# Integrin act MD: activates integrin-mediated alleviation for muscular dystrophy. alpha7betagal myoblasts, beta-gal FDG fluorescence, 48 h. Potency, µM (highest dose often 38.3 µM), without a hit: top-dose activation, most hits filed as activators. hit rate 0.064% among 350,000. AID 624291;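 note: potency is the fitted concentration of half-maximal effect; 100% = response of the positive control SU9516; nearly all actives have a fitted effect of over 60% in size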
#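 alpha7betagal+/- myoblasts (passage 13, 250/well) treated 48 h at 37C with compounds at 1:260 dilution of DMSO stock. Lysed, then beta-galactosidase activity read as FDG fluorescence (ex 480/em 540) after 30 min, with pre-read for autofluorescence.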
# p53 reactivation: restores transcriptional activity of mutant p53 | H1299 p53-A138V BP100-luciferase reporter, luminescence, 24 h | Potency, µM (doses to about 92.2 µM), without a hit: at the top dose activity change, positive = activation, most hits filed as activators | hit rate 0.063% among 320,000; note: potency is the fitted concentration of half-maximal effect; % of control where 0% means no effect; nearly all actives have a fitted effect of over 45% in size
#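 p53-null H1299 cells stably carrying temperature-sensitive p53-A138V and a BP100-luciferase reporter were pinned with compounds (4-point, 1:5 series) and held 24 hrs at 37 deg C. Luminescence was read 10 min after detection reagent.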
# Active calls of the source: *; u = inconclusive; x = no result given; [ ] = dose if it differs, or a comment. Unless noted, calls come from the whole dose curve; as a rule, active = well fitted curve in the direction sought with a large enough effect; inconclusive = small, poorly fitted or top-dose-only effect, or another doubt; inactive = no such curve, though single readings can be large; an effect the other way counts as inactive or inconclusive.
SMILES,B2AR arrestin,uPA surface inh,ELG1 genotox,TSG101-PTAP inh,ASM inhibitor,BRCA1 expr up,TRPV1 ag,USP2a inh,Eya2 inh,Integrin act MD,p53 reactivation
CCS(CC)=NS(=O)(=O)c1ccc(NC(C)=O)cc1,0.3%,-3%,3%,5%,1%,22%,4,4%,-4%,6%,-1%
CCc1ccc2[nH]c(=O)c(C(c3nnnn3CCOC)N3CCN(c4ccccc4F)CC3)cc2c1 (stereo not drawn),0.0%,0%,1%,-3%,-5%,-49%,10,3%,7%,2%,-6%
c1cncc(CSc2ccc(-c3cccnc3)nn2)c1,0.1%,-2%,3%,0%,-2%,59%,2,0%,-17%,18%,9%
COc1ccc(CC(=O)O/N=C(\N)c2ccccn2)cc1,-0.8%,-4%,u,0%,7%,u,9,0%,25%,-7%,8%
O=C1C2C3C=CC(O3)C2C(=O)N1CC(O)c1ccccc1 (stereo not drawn),-0.1%,-6%,0%,-4%,5%,22%,3,2%,-9%,6%,4%
COc1ccccc1C1=CC(=O)CC(C)(C)C1=O,0.2%,8%,2%,-1%,2%,1%,-2,5%,1%,6%,5%
CCN1/C(=C/C=C/c2oc3ccc(-c4ccccc4)cc3[n+]2CC)Oc2ccc(-c3ccccc3)cc21,-1.3%,-15%,-13%,u,-11%,-88%,105*,u,u,-181%[inhibitor],-12%
CCN1/C(=C(\O)c2ccccc2)C(=O)c2ccccc2S1(=O)=O,-0.4%,-6%,-9%,-2%,-1%,-8%,-1,1%,0%,-11%,-8%
Cc1c(NC(=O)C(C)N2C(=O)C3C4C=CC(C4)C3C2=O)c(=O)n(-c2ccccc2)n1C (stereo not drawn),0.0%,13%,0%,0%,4%,-9%,1,0%,-1%,-9%,5%
COC(=O)C1=C(C)N(CC(C)C)C(=O)/C1=C\c1cccs1,0.2%,-7%,16%,-4%,-20%,-29%,18,-2%,14%,-21%,-4%
CN=C(Nc1ccc(C(=O)OC)s1)c1ccc(Cl)cc1,-0.2%,1%,3%,0%,-3%,-15%,10,4%,-3%,-15%,-5%
CC1=C(C#N)CCC(=O)N1Cc1c(C)cc(C)cc1C,-0.4%,0%,2%,0%,-4%,-2%,x,-1%,8%,-2%,0%
COc1ccccc1C(=O)Nc1ccnn1C1CCN(Cc2ccc3nonc3c2)CC1,0.0%,-13%,-9%,-4%,4%,-2%,9,2%,3%,-1%,6%
CCn1c(CN2CCN(c3cccc(C)c3C)CC2)n[nH]c1=S,-0.8%,1%,-8%,-6%,4%,-27%,1,4%,-3%,6%,-3%
C1=C(C(c2nnnn2C2CCCCC2)N2CCCCC2)COc2ccccc21 (stereo not drawn),0.3%,5%,7%,-5%,3%,9%,0,2%,-3%,-18%,-1%
CCOc1ccc(CCNC(=O)COc2cc(=O)n(C)c3ccccc23)cc1OCC,0.0%,-12%,u,-6%,-2%,-35%,4,-1%,-9%,-7%,1%
CC(=O)N1CCN(c2ccc(NC(=O)c3ccc([N+](=O)[O-])cc3Cl)cc2)CC1,-0.2%,1%,0%,-2%,-2%,1%,2,1%,-14%,0%,x
CC(C)CN(C(=O)C(C)N1C(=O)c2ccccc2C1=O)c1c(N)n(Cc2ccccc2)c(=O)[nH]c1=O (stereo not drawn),0.2%,0%,3%,-2%,3%,-11%,2,1%,-20%,4%,1%
CCc1ccc(C(C)NC(=O)c2ccc3c(c2)OCO3)cc1 (stereo not drawn),0.2%,3%,0%,-6%,1%,0%,u,2%,18%,-1%,-6%
CC(C)C(=O)NCCc1nc(-c2ccc(Cl)cc2)no1,x,3%,x,-2%,0%,54%,x,x,x,13%,x
CC(=O)OCC1=C(C(=O)OC(C)(C)C)N2C(=O)[C@@H](NC(=O)Cc3ccccc3)[C@H]2SC1,x,-4%,x,-2%,-4%,0%,x,x,x,14%,x
C/C(CC(=O)NC(C)(C)C)=N\NC(=O)c1ccccc1N,0.3%,-7%,-19%,-4%,43%,6%,3,6%,-5%,-20%,u
O=C(CN(Cc1ccc(Cl)cc1)C(=O)c1csnn1)NCc1ccc(F)cc1,-0.1%,-1%,-2%,1%,5%,-19%,14,2%,-14%,0%,-1%
O=C(O)c1cccc(S(=O)(=O)Nc2cccc3ccccc23)c1,0.4%,1%,4%,2%,7%,50%,-3,1%,-4%,-20%,2%
O=C(O)c1nn(Cc2csc(-c3ccccc3)n2)c(=O)c2ccccc12,2.3%,2%,6%,7%,-1%,41%,-4,0%,3%,-7%,7%
Cc1nc2cc(NC(=O)c3ccc(Br)s3)ccc2s1,-0.3%,-24%,u,-10%,1%,63%,u,3%,-6%,-9%,u
Cc1cc(C)c(CN2CCC(CO)(CCOc3ccccc3)CC2)cc1C,0.5%,-5%,-7%,-1%,-3%,0%,3,0%,-13%,-55%[inhibitor],-4%
COCCNCC(=O)NC12CC3CC(CC(C3)C1)C2,0.2%,-2%,-1%,-6%,0%,-6%,x,3%,11%,11%,2%
COc1ccc(S(=O)(=O)NCc2cccnc2)cc1OC,-1.8%,3%,0%,1%,-3%,-18%,-1,1%,0%,-14%,5%
COCCCNC(=O)C(Cc1ccccc1)NS(=O)(=O)c1ccc2c(c1)c(=O)n(C)c(=O)n2C (stereo not drawn),-0.5%,0%,0%,0%,0%,-8%,2,2%,16%,14%,1%
COc1ccc(OC)c(CNC(=O)CCNC(=O)Cn2ccc3ccccc3c2=O)c1,0.1%,5%,2%,1%,2%,-3%,-2,0%,-3%,-20%,-5%
O=C(NCc1ccc(OC(F)(F)F)cc1)C1CC(c2ccc(C(F)(F)F)cc2)=NO1 (stereo not drawn),x,-4%,x,-3%,-2%,0%,x,x,x,-14%,x
O=[N+]([O-])c1ccc(N2CCCCC2)cc1,-0.6%,2%,4%,1%,-8%,35%,-1,0%,-21%,-6%,2%
COc1cc(NC(=O)C2CC(c3c(F)cccc3Cl)=NO2)c(OC)cc1Cl (stereo not drawn),-0.7%,12%,2%,-1%,0%,-44%,0,1%,-3%,17%,u
O=C(Nc1ccccc1)C1CC2CCC1C2 (stereo not drawn),0.1%,-2%,-5%,0%,-3%,-4%,u,-1%,-16%,5%,4%
COC1=CC(=O)CC(C)C12Oc1cc(OC)cc(OC)c1C2=O (stereo not drawn),0.0%,-28%,2%,0%,1%,5%,-1,-2%,13%,-25%,-4%
CCC(C)(C)n1nnnc1C(c1cc2ccc(OC)cc2[nH]c1=O)N1CCc2ccccc2C1 (stereo not drawn),0.3%,x,-23%,-8%,151%[activator],-54%,11,-1%,4%,-53%[inhibitor],-21%
COC(=O)c1ccc(NS(=O)(=O)c2ccc(Cl)cc2)o1,0.1%,2%,5%,0%,11%,0%,-1,3%,9%,-7%,-1%
COc1cc(C(NC(C)=O)NC(C)=O)ccc1OCc1ccccc1,0.5%,3%,0%,-2%,1%,5%,5,2%,-5%,-13%,-3%
O=c1c2c(nc(NCCO)n1CC1CCCCC1)-c1ccccc1CC21CCCC1,-0.3%,7%,-4%,-1%,11%,-39%,u,-3%,-7%,2%,-7%
COc1ccc(-c2sc3ccc(OC)cc3c2-c2ccc(OC)c(F)c2)cc1,0.2%,10%,1%,1%,-1%,4%,2,-1%,-4%,-10%,-3%
Cn1c(=O)oc2cc(S(=O)(=O)N3CCc4ccccc4C3)ccc21,-1.3%,1%,5%,-1%,2%,6%,10,-5%,16%,15%,-2%
COCCNC(=O)c1ccc2c(Cl)c3c(nc2c1)CCC3,-0.6%,-15%,u,-3%,-1%,5µM*,u,-1%,6%,7%,17%
Cc1ccc(SCc2nc3ccccc3[nH]2)cc1,0.3%,x,12%,-10%,9%,3.5µM*,u,0%,-7%,-25%,16%
O=C(NC(=S)N1CCCC1)c1ccccc1Cl,-0.4%,3%,0%,2%,2%,1%,-3,1%,-12%,3%,-6%
O=C(COC(=O)c1ccc(S(=O)(=O)NCc2ccco2)cc1)NCC1CCCCC1,0.0%,x,-1%,-3%,-1%,3%,1,1%,20%,0%,10%
O=C(NCCc1ccccc1)C1CCN(S(=O)(=O)c2cccs2)CC1,-0.5%,-6%,-4%,-4%,3%,-3%,19,0%,6%,16%,-1%
